Screens (PubChem BioAssay)
hgDAF12 agonist: hgDAF-12 agonism, primary luciferase screen. HEK293 GAL4-hgDAF12 UAS-luciferase reporter, agonist luminescence; normalized to butyrate control. hit rate 1.8% among 370,000. activation, % at 6.8 µM;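 active = activation above a cutoff set at the mean of all screened compounds plus 3 SD, cut at about 10% in these data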;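 note: 0% = DMSO wells and 100% = sodium butyrate wells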
GC-B act: GC-B (human) receptor activation; hit rate 0.11% among 370,000; P20594; HEK293-GC-B cells, CNP EC30, cGMP TR-FRET; 0% at EC30 CNP, 100% saturating CNP; AID 1920062; activation, % at 10 µM;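 active = activation at 10 µM reaching about 35% in either raw or pattern-adjusted values, limit read from the data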
DAX1 inh-1: blocks DAX1 repression of SF-1 activated StAR promoter. HEK293T StAR-luciferase reporter, SF-1/DAX-1 repression relief. inhibition, % at 6.8 µM. hit rate 1.1% among 370,000. AID 652010;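 active = inhibition above the mean over all tested compounds plus 3 SD, cut at about 3.6% in these data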;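 note: 0% = DAX-1 cells with DMSO and 100% = cells lacking DAX-1 with DMSO; higher inhibition means more luminescence from relief of DAX-1 repression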
hcDAF-12 act: activators of H. contortus DAF-12 nuclear receptor. AID 652067. hit rate 1.4% among 370,000. activation, % at 6.8 µM. HEK293 hcDAF-12 lit1-tk-luc reporter, luminescence; 0% DMSO, 100% Δ7-dafachronic acid;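 active = activation above the mean of all tested compounds plus 3 SD, cut at about 5.5% in these data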;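 note: 100% = response to 3 µM Δ7-dafachronic acid high control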
GC-A act: GC-A (human) enzyme activation; P16066; HEK293 GC-A cells, cGMP TR-FRET, EC30 ANP; 0% at EC30 ANP, 100% saturating ANP; activation, % at 10 µM; hit rate 0.14% among 370,000; in the data active = activation above about 40%
HGIII-sPLA2 inh: Inhibits HGIII-sPLA2 liposome hydrolysis, primary screen; inhibition, % at 12.2 µM; hit rate 0.56% among 370,000; QFRET BODIPY PC-A2 liposome hydrolysis, fluorescence; AID 743126;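 active = inhibition above mean plus 3 SD of compounds lying within the high and low control bounds, cut at about 19% in these data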;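 note: 0% = median of test compound wells and 100% = no enzyme DMSO wells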
Target sequence (Q9NZ20 whole entry, looked up): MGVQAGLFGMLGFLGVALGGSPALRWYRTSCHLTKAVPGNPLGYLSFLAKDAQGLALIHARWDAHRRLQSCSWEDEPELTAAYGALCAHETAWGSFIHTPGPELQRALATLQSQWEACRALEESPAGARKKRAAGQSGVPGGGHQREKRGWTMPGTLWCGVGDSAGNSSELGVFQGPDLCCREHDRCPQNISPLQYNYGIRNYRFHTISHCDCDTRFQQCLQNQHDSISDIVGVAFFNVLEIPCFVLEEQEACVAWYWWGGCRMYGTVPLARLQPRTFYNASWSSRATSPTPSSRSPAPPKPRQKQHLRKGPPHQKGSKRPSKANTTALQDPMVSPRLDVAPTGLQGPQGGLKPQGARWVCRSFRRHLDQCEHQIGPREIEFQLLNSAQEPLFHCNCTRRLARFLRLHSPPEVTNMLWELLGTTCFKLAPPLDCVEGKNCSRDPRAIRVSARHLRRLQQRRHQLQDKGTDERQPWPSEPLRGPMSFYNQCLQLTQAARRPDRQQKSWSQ
DAX1 inh-2: inhibits human nuclear receptor DAX1 | HEK293 Gal4-DAX1 luciferase reporter, luminescence | inhibition, % at 6.75 µM | hit rate 0.99% among 340,000 | AID 504766;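 active = inhibition above the mean over all tested compounds plus 3 SD, cut at about 4.2% in these data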;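 note: 0% = DAX1-transfected cells with DMSO and 100% = empty-vector control cells with DMSO; inhibition shows as a rise in luminescence from relieved DAX1 repression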
Target sequence (P51843 207-470 limits assumed): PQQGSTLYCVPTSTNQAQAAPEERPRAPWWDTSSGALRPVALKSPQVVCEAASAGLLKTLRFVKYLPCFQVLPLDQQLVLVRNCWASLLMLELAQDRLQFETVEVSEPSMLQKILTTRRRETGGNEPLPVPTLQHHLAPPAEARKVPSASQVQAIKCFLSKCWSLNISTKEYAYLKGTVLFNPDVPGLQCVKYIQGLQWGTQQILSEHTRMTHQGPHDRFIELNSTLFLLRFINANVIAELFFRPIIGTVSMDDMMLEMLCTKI
SMARCA2 act: SMARCA2 function activation, primary screen; MG213 cells, MMTV-luciferase reporter, dexamethasone, overnight; activation, % at 9.1 µM; hit rate 1% among 370,000; AID 652017; in the data active = activation above about 7.8%;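 note: 0% = vehicle wells and 100% = reference activator wells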
ADAM10 inh: inhibitors of human ADAM10 | O14672 | recombinant ADAM10, EDANS/DABCYL FRET peptide cleavage, 3 h | inhibition, % at 7 µM | hit rate 0.62% among 370,000;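 active = inhibition above a per-campaign cutoff equal to the mean of compounds falling between control-based bounds plus 3 SD, cut at about 20% in these data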;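 note: 0% = DMSO wells while the 100% control is not disclosed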
GAA850 FXN act: activators of GAA850 frataxin (FXN) promoter; activation, % at 6 µM; hit rate 0.56% among 360,000; HEK293 lucGAA850 FXN promoter luciferase reporter, 24 h; percent of 10 µM SAHA response;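 active = activation above the average of all compounds screened plus 3 SD, cutoff fixed separately per campaign, cut at about 7.5% in these data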;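 note: 0% = DMSO wells and 100% = 10 µM SAHA wells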
ssDAF12 agonist: activates DAF-12 receptor from parasite S. stercoralis. HEK293 ssDAF-12/GRIP1 lit1-tk-luc reporter, luminescence; % of 3 µM dafachronic acid response. activation, % at 6.8 µM. hit rate 1% among 370,000. AID 652126;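 active = activation above the mean over all tested compounds plus 3 SD, cut at about 0.9% in these data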;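 note: 0% = DMSO-only wells and 100% = 3 µM delta7-dafachronic acid wells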
Starred values were filed as active, the others as inactive; · = not tested or not shown.

SMILES	hgDAF12 agonist	GC-B act	DAX1 inh-1	hcDAF-12 act	GC-A act	HGIII-sPLA2 inh	DAX1 inh-2	SMARCA2 act	ADAM10 inh	GAA850 FXN act	ssDAF12 agonist
CCOC(=O)c1sc2nc(C3CC3)cc(-c3ccc(OC)cc3)c2c1N	-2.4	-17	-0.3	-0.8	-9	-1	1.3	1	-4	-1.5	-1.4
O=C(CSc1ccccc1C(=O)NCc1ccccc1)NC12CC3CC(CC(C3)C1)C2	3.2	2	1.5	-0.8	2	1	0.2	0	-1	3.7	-1.5
CC(C)(C)c1ccc(C(=O)N2CCN(C(=O)C3CCCCC3)CC2)cc1	0.5	3	-0.9	-1.8	2	-2	0.4	0	-3	-0.1	-1.4
O=C(COc1ccc(Cl)cc1)NCc1nnc2c3ccccc3c(-c3ccccc3)nn12	-1.7	-10	-0.3	1.7	-11	0	-1.0	-3	-3	0.5	-1.4
NC(=O)CSc1cn(Cc2ccccc2)c2ccccc12	-3.3	-6	-0.1	-0.7	-7	0	0.8	-1	-106	0.5	-1.7
CC(C)Cc1cc(C(=O)Nc2cccc(O)c2)no1	18*	6	3.5	8.4*	6	-16	-4.7	4	-4	1.5	-0.1
Cc1ccccc1N(CC(=O)NCCSCc1ccco1)S(C)(=O)=O	-1.0	-1	0.1	-3.7	3	-11	-0.7	1	1	2.4	-1.3
Cn1c(SCC(=O)Nc2ccccc2)nnc1-c1ccc(NC(=O)CCc2ccccc2)cc1	-2.0	-9	0.4	-0.6	4	-5	-1.3	-1	0	-1.4	-1.0
COc1ccc(-c2nnc(SC(C)C#N)o2)cc1 (centres undefined)	3.3	·	0.4	2.3	·	-2	4.7*	8	-8	0.6	-0.7
CC(C)CC(NC(=O)C1CCC(C)CC1)C(=O)Nc1ccc2c(c1)OCCO2 (centres undefined)	-4.2	2	-2.2	-3.2	0	-2	-0.8	-2	-5	-6.0	-1.8
O=C(Nc1ccccc1)c1c(F)c(F)c(F)c(F)c1F	-0.1	7	-1.1	-0.1	-4	-4	-0.9	1	3	-0.7	-1.4
COC(=O)Cc1c(O)ccn(CCc2ccc(S(N)(=O)=O)cc2)c1=O	-0.4	2	-0.2	-0.2	2	-1	-0.1	0	3	3.5	-0.6
Cc1oc2c(c1C(=O)N1CCC(C)CC1)C(=O)c1ccccc1C2=O	-5.9	0	-5.0	-2.4	0	-7	·	-8	-1	·	-1.3
COc1ccc2nc(NC(=O)CSc3nnnn3C3CCCCC3)sc2c1	1.9	-2	1.0	-2.9	1	-37	-1.9	-2	1	2.5	-2.1
CC(C)(Oc1ccc(Cl)cc1)C(=O)Nc1ccncc1	1.6	-4	-1.9	-1.5	2	-3	-2.5	-1	1	-0.7	-1.5
CCCCn1nc(C(=O)N(CC(C)C)c2c(N)n(CCCC)c(=O)[nH]c2=O)c2ccccc2c1=O	-3.2	-1	2.5	-1.5	6	-1	0.5	0	-4	0.1	-0.5
CC1CN(CCOc2ccc(Cl)c(Cl)c2)CC(C)O1 (centres undefined)	2.6	4	-0.1	1.7	3	1	-0.9	-2	0	0.7	-1.3
COc1ccc(OC(C)C(=O)Nc2ccccc2C(F)(F)F)cc1 (centres undefined)	-1.4	-1	0.1	-1.2	-1	0	-0.2	-2	-2	-4.1	-1.5
CCCc1nc(SCc2cccnc2)c2c(=O)n(C)c(=O)n(C)c2n1	0.7	-1	-2.4	-0.3	9	-3	-0.7	5	-4	3.8	-1.0
N#Cc1c(-c2ccccc2)cc(-c2ccccc2)nc1Br	-1.7	0	-0.2	2.8	7	4	-0.9	-1	2	-1.6	-1.2
CCOc1ccc(CC(=NCCO)C2=C(O)CC(C)(C)CC2=O)cc1OCC	2.2	3	-1.0	-0.9	-3	2	1.2	-2	4	0.3	-0.2
CCC(C)(C)C1CCc2[nH]nc(C(=O)NCCNC(=O)OC(C)(C)C)c2C1 (centres undefined)	-1.2	0	-0.3	-1.2	-2	-2	0.9	1	3	0.8	-1.0
CCc1c(-c2cccc(F)c2)ncn1CCc1ccccc1OC	-3.8	-16	-2.7	-3.0	-7	7	·	-4	17	·	-1.6
CCOc1ncccc1C(=O)NCc1ccc(OC)c(OC)c1	-1.2	2	-0.4	-1.9	-1	-2	-0.8	-3	7	2.5	-1.8
CN(/N=C/c1cccc(Br)c1)C1=NS(=O)(=O)c2ccccc21	1.0	-4	-0.9	-1.0	-30	2	0.3	3	7	1.1	-1.0

Part of the list above with just DAX1 inh-2.
molecule | DAX1 inh-2
Cc1ccccc1N(CC(=O)NCCSCc1ccco1)S(C)(=O)=O | -0.7
Cn1c(SCC(=O)Nc2ccccc2)nnc1-c1ccc(NC(=O)CCc2ccccc2)cc1 | -1.3

Going on with the list.
SMILES	hgDAF12 agonist	GC-B act	DAX1 inh-1	hcDAF-12 act	GC-A act	HGIII-sPLA2 inh	DAX1 inh-2	SMARCA2 act	ADAM10 inh	GAA850 FXN act	ssDAF12 agonist
COc1cccc(Nc2ccccc2C(=O)O)c1	2.1	0	0.6	0.4	2	-6	-1.0	4	-8	1.2	-1.5
COCCNc1nc(N2CCCCC2)c2cnn(C)c2n1	0.6	2	-2.7	0.2	1	6	0.8	-2	-11	2.5	-1.4
O=C1CC2(CCN(C(=O)COc3ccccc3F)CC2)Oc2ccccc21	-0.1	-7	0.0	-0.6	-5	1	0.5	3	-86	2.4	-0.9
CC(=O)Nc1ccc(S(=O)(=O)NCCS(=O)(=O)N2CCN(c3ccccc3F)CC2)cc1	-4.5	-1	-0.6	-3.3	-5	-8	0.8	-3	-2	-2.1	-1.3
COC(=O)c1cc(-c2ccc(C(C)(C)C)cc2)c(=O)n2c1CCC2	-1.2	1	0.6	7.1*	-1	2	·	-1	-6	·	-0.7
CC1(C)CC(=O)c2cnc(NC(=O)CCc3ccccc3)nc2C1	1.4	-3	0.7	1.7	2	7	-0.2	-2	6	2.1	0.0
Cc1nn(C)cc1/C=C1\SC(=S)NC1=O	2.4	-6	1.4	-0.5	-3	1	0.8	2	0	-1.9	-0.6
CCOC(=O)c1ccc(NC(=O)c2nn(CC)cc2Br)cc1	2.5	0	1.2	-2.2	3	-2	1.6	1	2	3.0	-1.5
COC(=O)c1ccc(C(C(=O)NCc2ccccc2)N(Cc2ccco2)C(=O)c2cnccn2)cc1 (centres undefined)	-0.5	0	-0.3	-2.0	-2	-5	-1.5	-2	-31	-3.2	-1.2
COc1cccc(N2CCN(C(=O)c3ccc4nc(N5CCCCC5)sc4c3)CC2)c1	21*	1	2.8	1.1	0	-13	5.5*	1	5	3.9	-0.3
COc1ccc(C(CCc2ccc(C)o2)NC(=O)Nc2ccc(OC)cc2OC)cc1 (centres undefined)	-0.4	0	-0.9	-2.5	6	-10	-0.2	-2	0	-2.1	-1.6
O=C(NC(=S)N1CCCCC1)c1cccnc1	-1.2	1	-0.3	-1.4	4	2	-1.1	0	-14	1.8	-1.6
O=S(=O)(NCc1ccccc1)c1cccs1	0.6	-4	0.1	0.1	10	2	1.3	1	-9	1.3	-1.0
O=C1C=C(c2cc(Cl)cc(Cl)c2)C[C@@H](c2ccc3c(c2)OCO3)C1	0.3	5	0.1	-0.1	7	2	0.9	1	1	1.6	-0.7
COc1ccc(/C=N/NC(=O)c2ccc(Br)cc2)c(OC)c1	2.3	-2	0.1	0.4	-3	-1	-0.1	3	-10	2.0	-0.9
CSc1ncccc1C(=O)OCC(=O)NCCc1ccccc1	2.1	1	0.3	-0.8	0	0	0.4	0	-4	0.3	-1.2
C[C@H](CO)N1C[C@H](C)[C@@H](CN(C)C(=O)Nc2ccc(N3CCN(C)CC3)cc2)OCc2cn(nn2)CCCC1=O	0.3	-4	0.9	-1.4	-2	7	·	-1	-7	·	-0.8
O=C(NNC(=S)Nc1ccccc1)C1CC1	-1.9	3	0.6	0.6	2	10	0.5	0	4	1.4	-1.7
COC(=O)c1cc(-c2ccc(S(=O)(=O)N3CCCC(C)C3)cc2)c(C(F)(F)F)s1 (centres undefined)	-0.7	0	-0.6	-1.4	-6	-4	1.0	5	7	0.3	-0.7
CCC(NC(=O)c1ccccc1NC(=O)c1ccc(OC)cc1)C(=O)N1CCCC1 (centres undefined)	5.1	1	1.2	3.5	-2	8	1.5	0	4	1.2	-0.3
COc1ccccc1C(c1c(O)nc(SC)[nH]c1=O)c1c(O)nc(SC)[nH]c1=O	-0.7	2	0.9	-2.2	6	8	-1.8	0	-1	2.0	-1.7
O=C(NCC1CCCO1)C(Cc1ccccc1)N1C(=O)C2C3C=CC(C4CC34)C2C1=O (centres undefined)	0.5	-6	-0.1	-1.2	0	5	0.3	-1	7	1.4	-1.0
Cc1ccc(C)c(Cc2c(C)nc(C)[nH]c2=O)c1	-0.2	4	0.0	-3.2	0	-2	-0.1	-2	3	1.2	-1.4
Cc1nn(Cc2c(F)c(F)c(F)c(F)c2F)c(C)c1NC(=O)c1cccc(COc2ccc(Cl)cc2)c1	15*	3	1.2	1.0	6	0	-1.1	0	-5	-1.7	-0.8
COc1ccccc1NS(=O)(=O)c1cccc(C(=O)N/N=C(\C)c2cccnc2)c1	0.1	-3	-0.1	-0.4	-5	-11	-0.5	4	9	0.7	-1.1

Following part.
SMILES	hgDAF12 agonist	GC-B act	DAX1 inh-1	hcDAF-12 act	GC-A act	HGIII-sPLA2 inh	DAX1 inh-2	SMARCA2 act	ADAM10 inh	GAA850 FXN act	ssDAF12 agonist
O=C(NCc1ccccn1)C1CCN(S(=O)(=O)c2ccc(Br)cc2)CC1	-1.2	-3	-0.5	-2.7	-3	1	0.8	0	-2	0.9	-0.9
CSc1ccc(NC(=O)N2CC(C)OC(C)C2)cc1 (centres undefined)	-0.7	-2	-0.6	-0.9	-3	10	0.4	-1	-10	-1.6	-1.3
COc1ccc(NC(=O)C(NC(=O)c2ccc(C)cc2)c2ccccc2)cc1 (centres undefined)	3.6	4	0.0	3.2	-2	-30	1.5	4	15	2.4	-1.4
COc1cc(C(=O)NNC(=O)CNC(=O)C2CCCCC2)ccc1OC(C)C	1.2	-1	-1.4	0.1	0	10	-0.2	-2	-19	-0.7	-1.0
COc1ccc(S(=O)(=O)N2CCN(C(C)C(=O)Nc3ccc(C(C)C)cc3)CC2)cc1 (centres undefined)	0.5	0	-1.0	0.3	-2	-32	-0.8	-4	27*	0.4	-1.1
C/C(=N\NC(=O)c1ccc(OC2CCCC2)cc1)c1ccc(O)cc1	1.6	1	-1.1	-0.8	0	-3	-1.1	-2	4	-2.9	-0.8
NNC(=O)Cn1nc(Cc2ccccc2)n(N)c1=O	0.8	-1	-0.8	-0.1	5	5	0.6	-1	-8	-1.0	-1.1
Cc1ccc(CN2CC(N3CCCCC3)CS2(=O)=O)cc1 (centres undefined)	-0.6	6	1.1	2.8	0	3	·	-3	-6	·	-0.8
Cc1ccc(S(=O)(=O)c2cc3c(=O)n4cccc(C)c4nc3n(CCc3ccccc3)c2=N)cc1C	0.7	3	0.3	2.4	4	10	0.1	-3	-5	0.4	-0.5
